Compound activity deposited in PubChem by Fisher Drug Discovery Resource Center.
NPYLR7 agonist: mosquito NPYLR7 agonism; activation, % at 10 µM; 270,000 compounds, 0.15% hits; HEK293T NPYLR7/Galpha15, GCaMP6s calcium fluorescence; in the data active = activation above about 40%;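 note: 0% = vehicle and 100% = reference agonist at the receptor; some compounds past the cut are filed as inactive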
hcGAS inh: inhibitors of human cGAS | Q8N884 | recombinant h-cGAS, ATP depletion, Kinase-Glo luminescence | inhibition, % at 12.5 µM | 290,000 compounds, 0.081% hits | AID 1259398;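 note: 0% = vehicle reaction and 100% = reaction without DNA for no activity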
Target sequence (Q8N884 whole entry, looked up): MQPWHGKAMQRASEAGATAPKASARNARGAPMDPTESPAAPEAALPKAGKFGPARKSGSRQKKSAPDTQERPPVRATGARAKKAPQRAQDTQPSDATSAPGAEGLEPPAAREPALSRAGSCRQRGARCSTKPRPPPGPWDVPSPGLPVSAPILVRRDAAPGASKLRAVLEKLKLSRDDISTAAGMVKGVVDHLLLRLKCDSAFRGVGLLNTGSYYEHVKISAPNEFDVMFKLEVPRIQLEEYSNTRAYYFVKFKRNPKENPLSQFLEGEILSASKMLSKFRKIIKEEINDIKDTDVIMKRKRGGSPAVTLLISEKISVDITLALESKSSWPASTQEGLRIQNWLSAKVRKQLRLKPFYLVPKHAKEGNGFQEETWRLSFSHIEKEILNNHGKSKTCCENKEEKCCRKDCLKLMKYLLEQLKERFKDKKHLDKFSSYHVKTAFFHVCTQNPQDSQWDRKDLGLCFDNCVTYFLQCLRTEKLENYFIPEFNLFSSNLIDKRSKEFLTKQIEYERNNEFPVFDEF
mcGAS lum: inhibitors of mouse cGAS; Q8C6L5; recombinant cGAS, Kinase-Glo ATP depletion luminescence; inhibition, % at 12.5 µM; 160,000 compounds, 0.15% hits;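 note: 0% = negative control wells and 100% = reference inhibitor with no enzyme activity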
* marks the source's active call; other numbers are inactive results; · = not tested or not shown. Cut-off read from the data, not from the text of the source, unless noted: active = inhibition above about 40%; inactive = the rest.

Each structure is followed by: NPYLR7 agonist | hcGAS inh | mcGAS lum
- COc1ccc(CN2CCC(C(=O)NC(c3ccc(Cl)cc3)c3ccccn3)CC2)cc1 (centres undefined)
 : 5 | 1 | ·
- CCC1=[N+](C)CCn2c(C)ccc21
 : 0 | -9 | ·
- NC(=O)NC(=O)CCN1CC(c2ccccc2)OC(c2ccc(F)cc2)C1 (centres undefined)
 : 3 | -8 | ·
- CC(c1ccc(Cl)cc1)S(=O)(=O)Cc1cccc(C#N)c1 (centres undefined)
 : 5 | -5 | ·
- COc1ccccc1-c1cccc(C(=O)N2CCCC2Cn2cccn2)c1 (centres undefined)
 : 4 | -3 | -13
- Cc1ccc(C(=O)NCc2nc(-c3ccccc3NC(=O)CC3CCCC3)oc2C)cc1C
 : 23 | -8 | -13
- O=C(CC1COCCN1)N1CCN(c2ncccn2)CC1 (centres undefined)
 : -6 | 0 | ·
- CC(=O)Nc1ccc(CN(C)c2c(C)nc3ccc(C(=O)N4CCC(O)(Cc5ccccc5)CC4)cn23)cc1
 : -12 | 1 | 0
- COc1ccc(S(=O)(=O)N(CC(=O)N2CCc3sccc3C2c2ccc(Cl)cc2Cl)C2CCCCC2)cc1 (centres undefined)
 : 21 | -3 | -5
- Cc1ccc(C)c(CSC2CCN(C3CCOCC3)C2=O)c1 (centres undefined)
 : 0 | -10 | ·
- Cc1ccc(NC(=O)C(=O)NC2COc3ccccc32)c2cccnc12 (centres undefined)
 : 10 | -7 | ·
- Cc1onc(-c2ccccc2Cl)c1C(=O)Nc1ccc(C(C)(C)C)cc1[N+](=O)[O-]
 : -6 | 2 | -2
- Cc1cc(C(=O)N(CC2CCN(CCc3ccccc3C)CC2)C2CCCC2)n[nH]1
 : 17 | -7 | -10
- Cc1cc(N2CCSCC2)ccc1NC(=O)N1CCCC(C)C1 (centres undefined)
 : 7 | -6 | ·
- Cc1nc2sc(C)c(C)n2c(=O)c1NC(=O)CC1CCCCC1
 : 12 | -8 | ·
- CC(C)Cc1cc(CN2CCN3CCN(C)C(=O)C3C2)[nH]n1 (centres undefined)
 : -2 | -3 | ·
- COCCNC(=O)c1ccccc1N1CCC(NC(=O)C2CCCC2)CC1
 : -4 | -5 | -6
- C=CCN(C(=O)c1csc(CC)c1)C(C)C
 : 22 | -2 | ·
- COc1ccc(CC(=O)Nc2c(C)nc3ccc(Cl)cn3c2=O)cc1
 : 5 | -15 | ·
- CCN(CCn1cccn1)C(=O)CCc1nnc(Cc2cc(OC)ccc2OC)o1
 : 1 | -4 | ·
- CCCN(CC(O)COc1c(Cl)cccc1Cl)CC1CC1 (centres undefined)
 : 0 | -10 | ·
- COc1ccccc1-c1cccc(C(=O)N(Cc2cnn(C)c2)C2CC2)c1
 : -4 | -5 | ·
- COc1ccc(-c2cc3c(=O)n(Cc4nc(-c5ccc(OC)cc5)no4)ccn3n2)cc1
 : 2 | -3 | -5
- Cc1ccccc1NC(=O)CSC1=NS(=O)(=O)c2ccccc2N1
 : 10 | -6 | ·
- COc1cc(NC(=O)Cn2nc([N+](=O)[O-])cc2C)c(OC)cc1Cl
 : 1 | -7 | -5
- O=C1OC(c2ccccc2)=N/C1=C\c1ccc(-c2ccc(Br)cc2)o1
 : -4 | -3 | -5
- COc1ncc(CN2CCC3(CCCN(Cc4ccccc4F)C3=O)C2)cn1 (centres undefined)
 : -3 | -1 | -4
- CC(C)c1nnsc1CN1CCCC1c1ccc(F)cc1 (centres undefined)
 : 1 | -1 | -10
- C=CCCC(=O)N1CCc2ccccc2C1c1ccc(F)cc1 (centres undefined)
 : -5 | -9 | -8
- COc1ccc(CCN(Cc2ccc(C)o2)C(=O)CN(CCN2CCCCC2)C(=O)c2ccc(Cl)c(Cl)c2)cc1OC
 : -4 | -2 | -4
- CCn1ccc(C(=O)N2Cc3cnc(C(C)(C)C)nc3C2)cc1=O
 : 0 | -4 | ·
- O=C(Nc1ccc(-c2csnn2)cc1)N1CCC(N2CCCC2)C1 (centres undefined)
 : 4 | -18 | ·
- O=C(NCc1cccc(Cl)c1)c1ccc(-c2cc(-c3ccc(Cl)cc3Cl)[nH]n2)cc1
 : 4 | -6 | -7
- COc1cc(OC)cc(C2NC(=O)N(C)C3=C2C(=O)N(Cc2ccco2)C3)c1 (centres undefined)
 : 29 | -7 | -6
- O=S(=O)(Nc1ncnc2sc3c(c12)CCC3)c1cccs1
 : -1 | 2 | 0
- CN(CCO)CC(C)(C)NS(=O)(=O)c1ccccc1
 : -1 | -7 | ·
- Cc1cc(C)n(CCCN(C)Cc2cccc3c2OCO3)n1
 : 2 | -3 | ·
- N#Cc1c2c(c(Cl)n3c1nc1ccccc13)CCC2
 : 8 | -2 | ·
- CS(=O)(=O)NCCc1ccc(C(=O)N2CCN(Cc3ccccc3)CC2)s1
 : 17 | -9 | -6
- COCCCN(CC(=O)N(Cc1ccc2c(c1)OCO2)Cc1sccc1C)C(=O)C1CCC1
 : -6 | -6 | -3
- COc1cccc(C(=O)Nc2c(C(=O)Nc3ccc(C)c(C)c3)oc3ccccc23)c1OC
 : -3 | -5 | ·
- COc1cc(NC(=O)c2cc(F)ccc2F)cc(OC)c1
 : 3 | -9 | ·
- CSc1ncc(CNCCC#N)c(N(C)C2CCCCC2)n1
 : 0 | -1 | -3
- COc1cc(/C=C2\C(=O)N(c3ccc(Cl)c(C(=O)O)c3)N=C2C)cc([N+](=O)[O-])c1O
 : 3 | -3 | 26
- CC(C)N(Cc1nccn1Cc1cccc(Cl)c1)C(=O)c1ccc(F)cc1
 : 3 | 10 | -3
- CCOC(=O)C1(Cc2ccc(Cl)cc2)CCN(C(=O)Nc2ccc(Cl)cc2C)CC1
 : 11 | -1 | -4
- CC(CC(=O)Nc1c(-c2ccc(F)c(F)c2)nc2ccccn12)CC(C)(C)C (centres undefined)
 : -10 | -3 | -6
- COCc1c(Br)c(C)nc(OCC(=O)N/N=C\c2cc(-c3ccccc3)n(-c3ccc(C)cc3)c2-c2ccccc2)c1C#N
 : -3 | -3 | 1
- CC(CNC(=O)Nc1ccc(C#N)cc1)N1CCc2ccccc21 (centres undefined)
 : 1 | -8 | ·
- O=[N+]([O-])c1ccc(Cl)cc1NN=C1C2CC3CC1CC(O)(C3)C2
 : -3 | -12 | -7
- CCOC(=O)c1ccccc1NC(=O)COc1coc(CN2CCc3ccccc32)cc1=O
 : 1 | -7 | -7
- CC1CCc2c(sc3nc(C(C#N)=Cc4ccsc4)[nH]c(=O)c23)C1 (centres undefined)
 : 0 | -2 | ·
- Cc1noc(-c2ccncc2)c1C(=O)NCc1ccccc1Cl
 : 0 | -2 | -4
- Cc1ccc(NC(=O)CNCc2cnn(-c3cccc(F)c3)c2)c(C)c1
 : 15 | -4 | ·
- CCOC(=O)C1CCCN(C(=O)c2cc(-c3ccc(OC)cc3)nc3cc(-c4ccc(Cl)cc4)nn23)C1 (centres undefined)
 : 23 | -1 | -5
- COCCCNC(=O)C(NC(=O)c1cccc(C)c1)C1CCN(C(=O)C2CCCC2)CC1 (centres undefined)
 : -1 | -2 | 0
- CC(=O)c1cccc(OCc2cc(C(=O)N(C)C3CCOC3)n[nH]2)c1 (centres undefined)
 : -1 | -5 | -9
- CC(C)C(NS(=O)(=O)c1cnn(C)c1)c1ccc(Cl)cc1 (centres undefined)
 : 0 | -2 | -4
- COc1cc2nc(NC(=O)Nc3cccs3)sc2cc1OC
 : -2 | -11 | ·
- CCn1c(C)c(C(=O)CN(CC2CCCO2)C(=O)c2ccc(C)c([N+](=O)[O-])c2)c(C)c1C(=O)OC (centres undefined)
 : -6 | -7 | -6

Additional entries follow:
Each structure is followed by: NPYLR7 agonist | hcGAS inh | mcGAS lum
- O=C(Nn1cnc2ccccc2c1=O)c1ccc(COCC(F)(F)F)cc1
 : 3 | -8 | ·
- NC(=O)Cc1csc(SCC(=O)c2ccccc2)n1
 : · | -2 | -9
- COc1ccc(C)c(NC(=O)C2OC(Cc3ccccc3)=NN2C(C)=O)c1 (centres undefined)
 : 6 | -5 | ·
- Cc1cnn(-c2ccccc2OCC(=O)O)c1
 : -5 | 4 | -1
- COCc1nnc(NC(=O)COc2ccc(Br)cc2C(C)(C)C)s1
 : -2 | 3 | ·
- CCN(CC)CCCNc1ncnc2sc3c(c12)CCCC3
 : 0 | -10 | -3
- COc1ccc2c(c1)c(C(=O)N1CCC3(CCCN(C)C3=O)C1)c(C)n2C (centres undefined)
 : -1 | -3 | -19
- COc1ccc2oc(=Nc3ccc(C)cc3)c(C(N)=O)cc2c1
 : -10 | -4 | -5
- Cc1ccc(C)c(CS(=O)(=O)CC(=O)Nc2ccc(F)cc2F)c1
 : -1 | -7 | ·
- CC(C)C(C)n1nccc1NC(=O)Cn1cnc2ccsc2c1=O (centres undefined)
 : 1 | -2 | -12
- Cc1cc(C)nc(NN=C2CCSc3ccc(F)cc32)n1
 : 1 | -3 | ·
- Cc1cc(C)nc(SCC(=O)Nc2nnc(C(F)(F)F)s2)n1
 : 0 | 0 | -2
- O=C(CCc1ccc2c(c1)OCO2)NCc1ccc(Cl)s1
 : 5 | -19 | ·
- CCCNC(=O)c1nnn(-c2ccc(OCC)cc2)c1COC
 : 5 | -14 | -7
- COc1cc(C(C)=O)ccc1OCc1nc(-c2ccc(C)cc2)no1
 : · | -11 | -9
- CCCCN(C)C(=O)c1ccc(S(=O)(=O)N2CCN(C(C)=O)CC2)cc1
 : -3 | 3 | ·
- O=C(NC1CCN(C(=O)c2ccco2)CC1)c1cccc(S(=O)(=O)N2CCCCC2)c1
 : 7 | -5 | ·
- CS(=O)(=O)c1ccc(NC(=O)CN2C(=O)NC3(CCS(=O)(=O)c4ccc(F)cc43)C2=O)cc1 (centres undefined)
 : -5 | 3 | ·
- CCOC(=O)c1cc(-c2cccc(NC(=O)c3cc(C)oc3C)c2)n(-c2ccccn2)n1
 : 18 | -4 | -6
- Cc1nnnn1-c1cccc(-c2n[nH]c(Cc3ccccc3)n2)c1
 : 10 | -3 | ·
- CC1CN(C(=O)NCCc2nc(C(C)C)no2)CC(C)S1 (centres undefined)
 : 6 | -8 | -5
- COC(=O)c1ccc(C(=O)Nc2c(C)cnn2C(C)C2CC2)nc1 (centres undefined)
 : -3 | -1 | -3
- O=c1cc(-c2ccc3c(c2)OCCCCO3)oc2ccc([N+](=O)[O-])cc12
 : 5 | -4 | ·
- O=C(CSc1ccc2nnc(-c3cccnc3)n2n1)N1CCCCC1c1ccc(F)cc1 (centres undefined)
 : 37 | -7 | -12
- O=C(Cc1ccccc1)N1CCN=C1SCc1ccc([N+](=O)[O-])cc1
 : -1 | -12 | ·
- CCCCOC(=O)c1ccc(Nc2ncnc3c2nnn3C)cc1
 : 19 | -8 | ·
- CCOC(=O)CCCNC(=O)N1CCN(c2ncccc2C(=O)NCCc2ccc(OC)c(OC)c2)CC1
 : 25 | -10 | -7
- CC(C)CN(C(=O)C(C)NC(N)=O)C(C)C (centres undefined)
 : 3 | -8 | ·
- Cc1cc2c(cc1C)NC(c1cccc(C(F)(F)F)c1)C1C(=O)CC(C)(C)CC1=N2 (centres undefined)
 : -7 | 1 | 2
- Cc1cc(O)c(C(=O)O)cc1S(=O)(=O)Cl
 : -2 | -6 | -12

A different layout for part of the listing above:
SMILES	NPYLR7 agonist	hcGAS inh	mcGAS lum
NC(=O)Cc1csc(SCC(=O)c2ccccc2)n1	·	-2	-9
COc1ccc(C)c(NC(=O)C2OC(Cc3ccccc3)=NN2C(C)=O)c1 (centres undefined)	6	-5	·
Cc1cnn(-c2ccccc2OCC(=O)O)c1	-5	4	-1
COCc1nnc(NC(=O)COc2ccc(Br)cc2C(C)(C)C)s1	-2	3	·
CCN(CC)CCCNc1ncnc2sc3c(c12)CCCC3	0	-10	-3

Next part
Each structure is followed by: NPYLR7 agonist | hcGAS inh | mcGAS lum
- Cc1cc(NC(=O)CN(C)C(=O)/C=C/c2cc(Cl)cc(Cl)c2)no1
 : 0 | -2 | -12
- OCCC#Cc1ccc(CN2CCN(c3ncc(F)cn3)CC2)cc1
 : 9 | -4 | -17
- C/C(=C\c1ccc(C(=O)O)cc1)c1ccc2c(c1)C(C)(C)CCC2(C)C
 : 4 | 6 | -4
- CC(=O)c1oc2ccccc2c1NC(=O)COC(=O)c1ccccc1
 : -1 | -6 | ·
- Cc1nn2c(CN(C(=O)c3cccs3)c3ccccc3)nnc2c2ccccc12
 : 5 | -6 | ·
- COCCCC(=O)N1C(C)CC(c2ccccc2)C1C (centres undefined)
 : -5 | 0 | ·
- CCOC(=O)c1cc(-c2ccc(N3CCN(C(=O)Cc4cccc(OC)c4)CC3)cc2)n(-c2ccccn2)n1
 : 25 | -3 | -6
- CC1=NOC(C)(C(=O)NCc2cccnc2-n2cnc3ccccc32)C1 (centres undefined)
 : · | 4 | 5
- COc1ccc(Cl)cc1-c1nc(C=Nc2ccc(C)cc2)c(O)o1
 : -2 | -3 | -8
- Cc1cc(C)n2nc(C(=O)OCC(=O)Nc3cccc(Cl)c3)nc2n1
 : 4 | -7 | ·
- CCNC(=O)[C@@H]1C[C@H](N)CN1C(=O)c1cccnc1SC
 : 7 | 3 | -11
- COc1ccc(C(=O)NC(=O)CN2CCN(c3ncccn3)CC2)cc1
 : 1 | 1 | ·
- Cc1cccc2nc(CNC(=O)N3CC4C(C3)C4(C)C)cn12 (centres undefined)
 : 5 | -5 | -7
- Cc1nccc(-c2cccc(NC(=O)C3CC=CCC3C(=O)N3CCc4c([nH]c5ccccc45)C3)c2)n1 (centres undefined)
 : -9 | -3 | -2
- COc1ccccc1-c1nnc(SCc2ccc(Cl)c(Cl)c2)n1-c1ccccc1
 : 0 | -6 | -6
- CC(=O)Nc1ccc(NC(=O)CSc2nc(=O)n3ccc(C)cc3n2)cc1
 : 1 | -7 | -6
- CCCN1CCCN(C(=O)c2ncoc2-c2ccccc2Cl)CC1
 : 1 | -12 | ·
- CC(C)Cc1nc2c(OCc3ccccc3)cccn2c1NC(C)(C)CC(C)(C)C
 : · | -5 | -4
- COc1ccc(Cl)cc1CN1C(=O)C(C)ON=C1c1ncccc1C (centres undefined)
 : 7 | -4 | ·
